# Kir21 inh: blocks the mouse Kir2.1 inward-rectifier potassium channel; 310,000 compounds, 0.85% hits; P35561; HEK293-Kir2.1, FluxOR thallium flux fluorescence; active compounds read low; B-score at 10 µM; AID 1672;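 active = fluorescence ratio B-score at or below minus 3 SD of library scores, with starting-brightness B-score within 2 SD, cut at about -4.2 in these data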;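 also: channel flux triggered by added potassium and thallium sulfate stimulus; B-score of peak minus minimum fluorescence over baseline after thallium stimulus; more negative B-score means stronger Kir2.1 block with less thallium influx; some compounds called inactive have numbers as strong as hits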
# Target sequence (P35561 whole entry, looked up): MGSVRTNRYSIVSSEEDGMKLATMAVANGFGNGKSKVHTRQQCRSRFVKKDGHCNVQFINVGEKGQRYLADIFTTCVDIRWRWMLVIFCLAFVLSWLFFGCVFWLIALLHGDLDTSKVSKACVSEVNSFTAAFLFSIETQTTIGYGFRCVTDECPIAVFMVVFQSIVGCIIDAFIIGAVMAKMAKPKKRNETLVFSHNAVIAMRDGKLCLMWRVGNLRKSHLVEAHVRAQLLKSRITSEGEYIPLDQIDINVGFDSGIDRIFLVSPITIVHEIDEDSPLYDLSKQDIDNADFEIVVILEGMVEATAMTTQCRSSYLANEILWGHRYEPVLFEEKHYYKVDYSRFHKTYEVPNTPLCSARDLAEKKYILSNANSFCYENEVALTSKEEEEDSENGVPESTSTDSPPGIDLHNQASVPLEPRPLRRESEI
# KCNQ2 block: KCNQ2 potassium channel inhibitors, primary screen, cell-based, CHO-K1, FluxOR thallium flux, B-score (AID 2156). O88943. 20 min; active compounds read low. B-score at 10 µM. 310,000 compounds, 1.1% hits;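 active = fluorescence ratio B-score at most minus 3 library SDs, with starting brightness B-score within 2 library SDs, cut at about -5.5 in these data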
# Active calls of the source: *; i = inactive. An unsorted share of the library; overall some 1.8% were active at least once.
SMILES,Kir21 inh,KCNQ2 block
Cc1nn(C)c(C(=O)Nc2ccc(Cn3cccn3)cc2)c1[N+](=O)[O-],-0.1,i
COc1ccc(C(=O)/C=C/C(=O)N(CC(=O)NC2CCCCC2)CC2CCCO2)c(O)c1 (stereo not given),-5.3*,i
CC1CC(C)CN(C(=O)Cn2c(=O)n(CCCC(=O)NCc3ccco3)c(=O)c3sccc32)C1 (stereo not given),-0.82,i
Cc1ccc(-c2noc(-c3ccccc3C(=O)N3CCCC3)n2)cc1,0.04,i
COc1cccc(COC(=O)Nc2ccccc2F)c1,-0.5,i
Fc1ccccc1N=C1NN=C(c2ccccc2)CS1,1.6,i
COC(=O)c1c(C)[nH]c(C(=O)CSc2ccc(Cl)cc2)c1C,1.2,i
O=C(NCc1ccc(F)cc1)C1CCCN1S(=O)(=O)c1cccc2nsnc12 (stereo not given),-0.83,i
CC(=O)N/N=C(\C)CC(=O)Nc1cccc(C(F)(F)F)c1,0.05,i
O=C(CCS(=O)(=O)c1ccc(Br)cc1)N1CCN(c2ccc(F)cc2)CC1,-1.7,i
O=C(Nc1ccccc1C(=O)N1CCCC1)c1ccc(Cl)cc1Cl,-1.3,i
Cc1ccc(S(=O)(=O)Nc2ccccc2C(=O)N2CCCCC2)cc1,-0.27,i
O=C(CSc1nc(-c2ccccc2)cs1)Nc1nccs1,-2.2,i
Cc1cc(C)c(NS(=O)(=O)c2cccc3cccnc23)c(C)c1,-4.4*,i
O=C(COc1ccccc1)NC1=NCCS1,2,i
CC(C)(C)NC(=S)NNC(=O)c1ccccc1Cl,0.07,i
COCCOC(=O)/C=C1/NC(=O)CS1,-0.48,i
CCOc1cccc(Nc2cc3n(c(=O)n2)CCc2cc(OC)c(OC)cc2-3)c1,0.67,i
CN(CC1CCCN(CCc2ccccc2F)C1)C(=O)c1ccoc1 (stereo not given),-0.02,i
Cc1cc(N2CCN(S(=O)(=O)c3ccccc3)CC2)c2ccccc2n1,-2,i

# Exported with tabs: entries from further up
SMILES	Kir21 inh	KCNQ2 block
O=C(NCc1ccc(F)cc1)C1CCCN1S(=O)(=O)c1cccc2nsnc12 (stereo not given)	-0.83	i
CC(=O)N/N=C(\C)CC(=O)Nc1cccc(C(F)(F)F)c1	0.05	i
O=C(CCS(=O)(=O)c1ccc(Br)cc1)N1CCN(c2ccc(F)cc2)CC1	-1.7	i
O=C(Nc1ccccc1C(=O)N1CCCC1)c1ccc(Cl)cc1Cl	-1.3	i

# Continued.
SMILES,Kir21 inh,KCNQ2 block
Cc1[nH]c2ccccc2c1N=Nc1ccccc1C(=O)O,0.24,i
CC(C)CN(C(=O)CSc1nnc2c(Cl)cc(C(F)(F)F)cn12)C1CCS(=O)(=O)C1 (stereo not given),-0.18,i
Cc1ccc(S(=O)(=O)N/N=C/c2ccc(O)cc2O)cc1[N+](=O)[O-],-0.9,i
N/C(=N\c1nc(CSc2ccc(Cl)cc2)cc(=O)[nH]1)Nc1cccc2ccccc12,0.01,i
COc1ccc(CNc2ncnc3c2[nH]c2cc(OC)c(OC)cc23)cc1,-0.36,i
N#C/C(=C/c1ccncc1)c1nc2ccccc2s1,0.66,i
CC(Oc1ccc(F)cc1Br)c1nc2ccccc2c(=O)[nH]1 (stereo not given),0.87,i
CC1(c2cnc(Nc3ccccc3)s2)CCC(=O)O1 (stereo not given),-1.3,i
CCOc1ccc(Cn2ccnc2CCl)cc1[N+](=O)[O-],0.53,i
COc1ccc(CCNc2cn[nH]c(=O)c2Cl)cc1OC,1.8,i
COC(=O)c1ccc(NC(=S)NC2CCc3ccccc32)cc1 (stereo not given),0.12,i
COc1ccc(N2CCN(C(=O)CCc3nnc4ccc(N5CCC(C)CC5)nn34)CC2)cc1,0.33,i
Cc1ccsc1C(=O)N1CCCC(CO)(Cc2ccccc2)C1 (stereo not given),1.7,i
Cc1cc(C(=O)N/N=C/c2cccnc2)n[nH]1,-0.01,i
Cc1nnc(SCC(=O)N(C2CCCCC2)C2CCS(=O)(=O)C2)n1N (stereo not given),0.08,i
CCCn1c(SCC(=O)NC2CCCC2)nnc1-c1cccnc1,-1.5,i
Cn1nc(C(F)(F)F)c(/C=N/OC(=O)c2ccccc2)c1Sc1ccc(Cl)cc1,0.72,-5.7*
COCCN(Cc1ccccc1)C(=S)Nc1ccc(OC(F)F)cc1,0.04,i
O=C(Nc1cccc2ccccc12)NC1CCS(=O)(=O)C1 (stereo not given),-0.51,i
c1ccc(COC2CCCN(Cc3nc(Cc4ccccc4)no3)C2)cc1 (stereo not given),-1.1,i

# Rewritten with values under each structure: part of the list above
# Results follow in this order: Kir21 inh	KCNQ2 block
- COC(=O)c1ccc(NC(=S)NC2CCc3ccccc32)cc1 (stereo not given)
→ 0.12	i
- c1ccc(COC2CCCN(Cc3nc(Cc4ccccc4)no3)C2)cc1 (stereo not given)
→ -1.1	i
- COc1ccc(N2CCN(C(=O)CCc3nnc4ccc(N5CCC(C)CC5)nn34)CC2)cc1
→ 0.33	i

# Part of the list above, with two lines to a compound.
# Under each structure – Kir21 inh, KCNQ2 block
> CCOc1ccc(Cn2ccnc2CCl)cc1[N+](=O)[O-]
    0.53, i
> COc1ccc(CCNc2cn[nH]c(=O)c2Cl)cc1OC
    1.8, i

# (continued)
SMILES,Kir21 inh,KCNQ2 block
CNC(=S)N/N=C(\C)c1ccc(Cl)c(Cl)c1,0.03,i
Oc1nc(Nc2ccc(Cl)cc2Cl)sc1/C=C1\C=Nc2ccccc21,-0.83,i
CCOC(=O)CSc1n[nH]c(NC(=O)c2ccc(F)cc2)n1,-0.2,i
COc1ccc(NC(=O)c2ccsc2NC(C)=O)cc1,0.45,i
Cc1ccc(SCc2c(C(=O)N/N=C/c3ccncc3)nnn2-c2nonc2N)cc1,-1.6,i
O=C(N/N=C/c1ccc([N+](=O)[O-])o1)c1ccc2c(c1)OCO2,-0.23,i
COc1cc(/C=C/C2=NNC(=O)CC2)cc(OC)c1OC,-0.88,i
Cc1ccc(Nc2nc(-c3ccc(S(=O)(=O)N4CCOCC4)cc3)cs2)cc1,2,i
Cc1ccccc1C(=O)NCCCNC(=O)c1cnccn1,1.2,i
Cn1nnnc1SCc1cccc2ccccc12,0.18,i
COc1ccc(-c2[nH]ncc2CN2CCN(C(=O)c3cccs3)CC2)c(F)c1,-0.52,i
CCOc1ccc(N(Cc2ccc(OC)c(OC)c2)C(=O)c2ccco2)cc1,-4.2,i
O=C(NCc1ccccc1Cl)C1CCN(S(=O)(=O)N2CCCCC2)CC1,0.01,i
CC(C)(C)C1CCc2c(sc(NC(=O)C3CCCO3)c2C(N)=O)C1 (stereo not given),-0.5,i
O=C(Nc1nnc(C2CC2)s1)c1cc(-c2ccccc2)nn1-c1ccccc1,-0.18,i
CN(C)Cc1ccccc1Sc1ccccc1Br,-0.4,i
O=C(NCC1(c2ccccc2)CCCC1)c1ccco1,-2.8,i
Cc1cc2cc(CNC(=O)Nc3ccccc3)ccc2[nH]1,1.6,i
COc1ccccc1N1CCN(CC(=O)N2CCCC2)CC1,-0.44,i
CSc1ccc(-c2nc3cnccn3c2Nc2ccc3c(c2)OCO3)cc1,0.32,i
CC1(C)C2CCC1(C)C(NC1=NCCC1)C2 (stereo not given),-2.1,i
CCOc1ccccc1NC(=O)CCn1c(=O)oc2ccccc21,-1.3,i
COc1ccc(OCCCC(=O)Nc2ccc3c(c2)OCCO3)cc1,-1.7,i
O=C(CSc1nnc(NC(=O)c2ccc(F)cc2)s1)NC1CC1,0.23,i
COc1cc(C(=O)O)ccc1OCc1c(C)noc1C,-0.66,i
Cc1ccc(CNC(=O)c2ccc(N3CCC4(CC3)CC(c3ccccc3)=NO4)c(N)c2)cc1,0.45,i
CCC(OC(=O)c1cccs1)C(=O)NCc1ccco1 (stereo not given),0.82,i
CCOc1ccc(CCNC(=O)C2CCN(S(=O)(=O)CC)CC2)cc1OCC,0.02,i
O=P(c1ccccc1)(c1ccccc1)C1CCCO1 (stereo not given),0,i
O=C(COC(=O)c1ccccc1S(=O)(=O)N1CCCCC1)NCC(F)(F)F,-0.98,i
COc1ccc(-c2nn(-c3ccccc3)cc2/C=C(\C#N)S(=O)(=O)c2ccccc2)cc1OC,-0.15,i
Cc1ccc(C)c(S(=O)(=O)N2CCCCC2CCNC(=O)C(=O)NC2CCCC2)c1 (stereo not given),-0.94,i
Cc1ccc(NS(=O)(=O)c2ccc(C(=O)N3CCCC(C(F)(F)F)C3)cc2)cc1 (stereo not given),-1.3,i
COc1ccc(C2NC(=O)NC3=C2C(=O)CCC3)cc1 (stereo not given),0.53,i
Cc1ccc2[nH]cc(/C=C/c3cc[n+](C)cc3)c2c1,-16,i
Cc1cccc(NC(=O)COC(=O)Cc2c[nH]c3ccccc23)c1C,-0.37,i
O=C(NCC1CCCO1)C(c1ccc(F)cc1)N(CCCN1CCOCC1)C(=O)c1ccc(-c2ccccc2)[nH]1 (stereo not given),0.25,i
c1ccc(Nc2ncnc3c2oc2ccccc23)cc1,-0.38,i
CC(C)(C)NC(=O)CN(C(=O)C1CSC(=O)C1)c1ccccc1F (stereo not given),0.3,i
C=CCNC(=O)COc1ccccc1C#N,-0.62,i

# Gathered by group: those above with bromine (3)
SMILES,Kir21 inh,KCNQ2 block
O=C(CCS(=O)(=O)c1ccc(Br)cc1)N1CCN(c2ccc(F)cc2)CC1,-1.7,i
CC(Oc1ccc(F)cc1Br)c1nc2ccccc2c(=O)[nH]1 (stereo not given),0.87,i
CN(C)Cc1ccccc1Sc1ccccc1Br,-0.4,i

# Following part.
SMILES,Kir21 inh,KCNQ2 block
O=C(CN(C(=O)CNC(=O)c1cccs1)c1ccccc1F)NC1CCCCC1,0.77,i
O=C(O)C1=NN(c2ccccc2)C(=O)CC1,0.08,i
N#CC1=C(N)Oc2n[nH]c(-c3cccnc3)c2C1c1ccc([N+](=O)[O-])o1 (stereo not given),-0.13,i
CCN(CC)CCCNC(=O)CSc1nc(C)cc(C)n1,0.04,i
O=C(Cn1cc(C(F)(F)F)ccc1=O)N/N=C/c1ccccc1O,1.1,i
CCN(CC(=O)Nc1cccc(S(N)(=O)=O)c1)Cc1nc2ccccc2c(=O)[nH]1,1.6,i
O=C(CSc1nc2ccccc2c(=O)n1CC1CCCO1)Nc1ccccc1 (stereo not given),1.2,i
O=C(CCc1ccccc1)Nc1ccnn1C1CCN(C/C=C/c2ccccc2)CC1,-0.73,i
CCOc1ccc(NC(=O)NCCN2CCN(c3cccc(C)c3C)CC2)cc1,-0.56,i
Cc1ccc(N(CC(=O)NCCc2ccccc2)C(=O)CCC(=O)Nc2cc(C)ccn2)cc1,-0.69,i
CC(=O)Nc1ccc(S(=O)(=O)N(Cc2ccco2)CC2CCCO2)cc1 (stereo not given),-1.2,i
COc1cc(CN2CCC(C)CC2)ccc1OCc1ccccc1,-2.2,i
COc1nc(C)c2cc(C)oc2n1,0.16,i
COc1ccccc1-n1nnnc1SCC(=O)Nc1oc(C)c2c(C)n[nH]c(=O)c12,1.6,i
NC(=O)c1nsc(C(=O)N(Cc2ccc(F)cc2)C(C(=O)NCC2CCCO2)c2ccc(F)cc2)c1N (stereo not given),-0.94,i
Cc1nnc(CN(C)C(=O)c2cc(COc3ccc(F)cc3Cl)on2)o1,-1.3,i
O=C(Oc1ccc(C(=S)N2CCOCC2)cc1)c1ccc(Br)cc1,1.9,i
CCOC(=O)COc1ccc2c(C)cc(=O)oc2c1C(=O)c1ccccc1,0.03,i
COc1ccccc1C(=O)NC(=O)COC(=O)c1cccc(C)c1O,2.5,i
COc1ccc(C(=O)Nc2cc(=O)n(C)c(=O)n2C)cc1OC,-0.57,i
CCNC(=S)N(CCCN(CC)CC)Cc1cc2cc3c(cc2[nH]c1=O)OCO3,-0.44,i
CCc1ccccc1NC(=O)Cn1nnc(-c2cccnc2)n1,-1.5,i
O=C(NCCN1CCOCC1)c1cc2ccccc2o1,-1.5,i
CCc1ccc(C(=O)NC(CC(C)C)C(=O)O)cc1 (stereo not given),0.68,i
O=C(COC(=O)c1cc2ccccc2oc1=O)Nc1cccc(Br)c1,-2,i
CC(=O)c1cc2c(=O)c3cc(C)ccc3oc2nc1C,3.5,i
O=C(CSc1nnc(CNC(=O)c2c(F)cccc2F)o1)NCc1ccco1,0.77,i
Cc1cc(C)nc(NC(=O)c2cc(-c3ccc(C)s3)nc3ccccc23)c1,2.5,i
O=C(O)CCCNC(=O)Cc1ccccc1,-0.24,i
Cc1cc(N2CCOCC2)nc(N2CCOCC2)n1,0.04,i
CC(=O)C(N=Nc1ccccc1)(Sc1nnc(-c2ccccc2)n1-c1ccccc1)C(C)=O,0.05,i
C=C(C)CN(CC)C(=O)CSc1nc(O)cc(=O)n1C1CCCC1,-1.6,i
CCn1c(SCC(=O)C(C)(C)C)nnc1-c1ccccn1,-0.82,i
O=C(O)c1c(Cl)nc2ccccn12,-0.4,i
C#CCNC(=O)C1=C[C@H](C)C[C@H](OCc2ccc(CO)cc2)O1,-1.4,i
CC(C)(C)C(=O)NC(=S)Nc1ccccc1C(=O)NC1CCCCC1,-1.6,i
Cc1cc(-c2nnc(CCC(=O)N(C)Cc3ccsc3)o2)no1,-1.1,i
COc1ccc2c(c1)C(=O)Cc1ccccc1O2,0.06,i
O=Cc1ccc(N2CCCCCC2)cc1,0.42,i
COc1ccc(CN2CCC(C(=O)N(C)CCc3ccc(OC)c(OC)c3)CC2)c(OC)c1,-0.87,i
N=C1S/C(=C\c2ccc(-c3ccccc3C(=O)O)o2)C(=O)N1c1ccc2c(c1)OCO2,-1.3,i
COc1ccc(F)cc1S(=O)(=O)Nc1cc2c3c(c1)CCN3C(=O)CC2,0.03,i
CN(C)c1nc(N/N=C/c2c[nH]c3ccccc23)nc(N2CCOCC2)n1,-0.67,i
CCN(CC)C(=O)COc1ccc(/C(C)=N/Nc2ncc(Cl)cc2Cl)cc1,-0.87,i
O=c1[nH]cc(O)c(=O)[nH]1,1.9,i
Cc1ccc(C(=O)NN2C(=O)/C(=C/c3cccn3C)SC2=S)cc1,-0.74,i
Cc1ccc(CNC(=O)CCC(=O)Nc2nnc(C)s2)cc1,1.6,i
Cc1ccc(S(=O)(=O)N2CCN(S(=O)(=O)c3ccc(C)cc3)C3OCCOC32)cc1 (stereo not given),-0.19,i
